Bioassay records as filed in PubChem BioAssay.
MEX-5 binding – C. elegans MEX-5 TCR-2 RNA binding activity | activity score (negative = inhibition of binding), % at 10 µM | MEX-5/FITC-TCR2 RNA binding, fluorescence polarization; stronger effect = lower value | 0.38% of 300,000 active | AID 1832;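 active means inhibition past about -25% in most replicates, and total fluorescence under double the plate's negative control median, limit read from the data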;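 further: 0% = DMSO and -100% = 5 µM competing unlabeled TCR2 RNA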
TPT1 inh – C. albicans TPT1 enzyme inhibition | AID 1962 | recombinant caTPT1, FP RNA substrate dephosphorylation | inhibition, % at 5 µM | 0.81% of 300,000 active;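 active means inhibition above the mean of all tested compounds plus 3 SD, set per screening campaign, cut at about 24% in these data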;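 further: plate controls were DMSO alone for no effect and ferristatin control at 100 nM for full effect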
Bcl-xL primary – blocks human Bcl-xL binding to Bim BH3 peptide; Q07817; GST-Bcl-xL / FITC-Bim BH3 peptide fluorescence polarization; inhibition, % at 10.9 µM; 0.7% of 320,000 active; AID 2129;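 active means inhibition above the mean of all tested compounds plus 3 SD, cutoff set per campaign, cut at about 30% in these data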;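 further: 0% = DMSO wells and 100% = unlabeled Bim-BH3 peptide competitor; inhibitors lower millipolarization by displacing the labeled peptide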
Target sequence (Q07817 whole entry, looked up): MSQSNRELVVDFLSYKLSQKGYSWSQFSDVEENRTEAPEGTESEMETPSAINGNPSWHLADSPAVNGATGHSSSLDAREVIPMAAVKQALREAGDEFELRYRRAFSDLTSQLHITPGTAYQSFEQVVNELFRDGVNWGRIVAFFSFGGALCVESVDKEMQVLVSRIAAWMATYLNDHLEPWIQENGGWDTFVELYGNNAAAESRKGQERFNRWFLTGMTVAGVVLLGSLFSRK
PME-1 inh – PME-1 (human) inhibition; Q9Y570; recombinant PME-1, FP-Rh probe fluorescence polarization; inhibition, % at 5.9 µM; 0.53% of 320,000 active;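 active means inhibition above the campaign mean of all compounds plus 3 SD, cut at about 26% in these data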;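 further: competitive labeling of PME-1 active site by serine hydrolase directed probe; 0% = PME-1 with DMSO and 100% = wells lacking PME-1 enzyme; inhibitors block probe labeling so polarization falls and inhibition rises; many of its hits are not listed in these tables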
Fam108B inh – Fam108B inhibition, counter-screen for RBBP9 inhibitors | recombinant Fam108B, FP-Rh probe fluorescence polarization | inhibition, % at 9.51 µM | 0.33% of 300,000 active | AID 1947;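 active means inhibition above the screen mean inhibition plus 3 SD, computed separately per campaign, cut at about 18% in these data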;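 further: inhibitors lower polarization as less probe binds the enzyme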
GLD-1 RNA inh – GLD-1-TGE RNA interaction inhibition (C. elegans); inhibition, % at 5.96 µM; Q17339; purified GLD-1 + fluorescein TGE RNA, fluorescence polarization; AID 2280; 0.44% of 320,000 active;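 active means percent inhibition above a per-plate cutoff, the plate mean of test compounds plus 3 SD, cut at about 30% in these data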;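 further: 0% = DMSO wells with GLD-1 and probe and 100% = wells lacking GLD-1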
MCL1 BIM primary – disrupts human MCL1 binding to BIM-BH3 peptide; Q07820; GST-MCL1 / FITC-Bim-BH3 fluorescence polarization; inhibition, % at 10.9 µM; 0.68% of 320,000 active;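 active means inhibition above the mean inhibition of all tested compounds plus 3 SD, set per campaign, cut at about 40% in these data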;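 further: 0% = DMSO wells and 100% = unlabeled Bim-BH3 peptide control; higher means more loss of mP so more displacement of Bim peptide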
Target sequence (Q07820 whole entry, looked up): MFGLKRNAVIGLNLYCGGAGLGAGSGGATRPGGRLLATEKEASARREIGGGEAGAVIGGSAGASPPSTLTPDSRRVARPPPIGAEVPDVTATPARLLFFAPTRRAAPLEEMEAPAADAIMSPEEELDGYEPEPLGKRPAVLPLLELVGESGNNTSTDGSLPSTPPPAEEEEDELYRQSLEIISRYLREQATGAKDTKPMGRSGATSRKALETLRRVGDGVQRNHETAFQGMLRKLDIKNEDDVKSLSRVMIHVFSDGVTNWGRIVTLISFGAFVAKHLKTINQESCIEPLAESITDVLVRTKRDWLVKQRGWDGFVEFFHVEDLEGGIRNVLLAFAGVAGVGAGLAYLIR
GSTO1 inh – GSTO1 inhibition, counter-screen for RBBP9 inhibitors; inhibition, % at 5.96 µM; recombinant GSTO1, activity-based probe fluorescence polarization; P78417; AID 1974; 1.1% of 300,000 active;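 active means inhibition above the campaign mean inhibition plus 3 SD, cut at about 35% in these data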;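 further: 0% = GSTO1-1 with DMSO and 100% = wells lacking GSTO1-1 enzyme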
Target sequence (P78417 whole entry, looked up): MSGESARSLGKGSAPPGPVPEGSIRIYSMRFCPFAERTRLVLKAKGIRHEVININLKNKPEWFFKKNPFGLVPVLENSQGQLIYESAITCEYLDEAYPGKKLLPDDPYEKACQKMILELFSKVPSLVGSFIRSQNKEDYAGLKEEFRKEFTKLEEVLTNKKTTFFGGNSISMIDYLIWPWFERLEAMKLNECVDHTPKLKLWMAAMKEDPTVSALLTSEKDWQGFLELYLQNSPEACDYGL
PAD4 inh – inhibitors of human PAD4. Q9UM07. recombinant PAD4, RCA probe fluorescence polarization. inhibition, % at 6.36 µM. 0.41% of 330,000 active;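 active means percent inhibition above a cutoff equal to the mean of all tested compounds plus 3 SD, cut at about 15% in these data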;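 further: 0% = PAD4 with RCA probe and DMSO and 100% = probe without PAD4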
An asterisk follows results filed as active; . = not tested or not shown. The list is partial; the hit share may differ from the screen's.

mol | Bcl-xL primary | Fam108B inh | MCL1 BIM primary | PAD4 inh | MEX-5 binding | PME-1 inh | GSTO1 inh | GLD-1 RNA inh | TPT1 inh
COc1ccc(CCn2nnnc2C(C(C)C)N2CCN(c3ncccn3)CC2)cc1OC (stereo not drawn) | 9 | 0 | 3 | -3 | 1.2 | -1 | 10 | 3 | -6
Cc1ccc(N(CC(=O)Nc2ccc(F)c(Cl)c2)S(=O)(=O)c2c(C)noc2C)cc1 | -1 | -23 | -1 | -1 | 1.1 | -21 | -15 | 4 | -1
CCOC(=O)c1cn(CC)c2ccc(S(=O)(=O)N3CC(C)CC(C)C3)cc2c1=O (stereo not drawn) | 2 | -2 | -2 | 5 | . | 12 | 4 | 3 | 0
CC(Oc1ccc2c3c(c(=O)oc2c1)CCCC3)C(=O)NCCN1CCOCC1 (stereo not drawn) | 2 | -2 | 9 | -2 | 0.5 | 4 | -3 | 2 | 0
CCOc1ccc(/C=N/OCC(=O)Nc2ccc(OCc3ccccc3)cc2)cc1OC | -9 | -6 | -20 | -5 | 0.4 | -10 | -2 | -3 | 4
Cc1ccc(NC(=O)c2cccc(OC(F)F)c2)c(OC(F)F)c1 | -1 | 0 | -8 | -1 | 0.1 | 2 | 0 | -1 | 1
CCc1ccc(N(CC(=O)N2CCCCCC2)S(C)(=O)=O)cc1 | 3 | 4 | 9 | 3 | 1.1 | 0 | 3 | -1 | -3
CC(=O)Oc1cccc(/C=C2\Sc3ccccc3C2=O)c1 | -8 | 0 | -13 | 0 | -0.6 | 6 | 5 | -8 | 24
O=C(Nc1ccc(SC(F)F)cc1)c1ccc(F)cc1 | -7 | 1 | 2 | -2 | -2.0 | 2 | 1 | 2 | -3
COc1ccc(C(NC(=O)CC(C)C)NC(=O)CC(C)C)cc1OC | -2 | 0 | 2 | 2 | -0.3 | -4 | -3 | 0 | -5
CNc1ncc(C(=O)c2ccc(F)cc2)s1 | 2 | -8 | 5 | -11 | -3.1 | -7 | -5 | -4 | -1
COc1ccc(CCNC(=O)CSc2ncc(C(=O)Nc3ccccc3)c(=O)n2C)cc1 | -3 | 0 | 3 | 1 | -0.4 | -4 | -10 | 6 | -1
CC(C)N1C(=O)C(O)(C2COC(C)(C)CC2=O)c2ccccc21 (stereo not drawn) | 10 | 7 | 5 | 0 | 0.1 | -1 | 14 | 15 | 1
CCOC(=O)N1CCN(C(=O)CSc2nc(CC)nc3c2c(=O)n(C)c(=O)n3C)CC1 | 5 | 1 | 5 | -1 | 0.2 | 2 | -4 | 0 | 0
O=C(Cn1nc(-c2ccc(Cl)cc2)ccc1=O)NCC1COCCO1 (stereo not drawn) | 3 | 8 | 0 | -6 | -1.4 | 0 | 6 | 1 | -3

Following part
mol | Bcl-xL primary | Fam108B inh | MCL1 BIM primary | PAD4 inh | MEX-5 binding | PME-1 inh | GSTO1 inh | GLD-1 RNA inh | TPT1 inh
CC(=O)c1ccc(OC(=O)COc2ccccc2)cc1 | -1 | 2 | 3 | 2 | -1.3 | -1 | 1 | 2 | 2
CCCN(CC(=O)Nc1ccc(Cl)cc1Cl)C(=O)/C=C/c1cc(OC)ccc1OC | 0 | -9 | -6 | -3 | . | -10 | 2 | 9 | -2
CCOc1cc(CNS(=O)(=O)c2cn(C)cn2)cc(OCC)c1OCC | 1 | 6 | 6 | 5 | 0.1 | -13 | -2 | 4 | -2
CC(NC(=O)c1ccccc1)C(=O)OCC(=O)N1c2ccccc2Sc2ccccc21 (stereo not drawn) | 4 | 7 | -4 | -3 | -0.3 | 5 | -2 | 6 | -1
O=C(O)c1cccc(N/N=C(\N=Nc2ccccc2)c2ccccc2)c1 | 4 | 8 | 6 | 1 | -1.8 | 10 | 21 | 1 | 0
COCCCNCCOc1ccc(C(C)(C)c2ccccc2)cc1 | -2 | 6 | -1 | -3 | -1.2 | -8 | 7 | -3 | 6
CC(=O)Nc1ccc(NS(=O)(=O)c2cc(-c3n[nH]c(=O)c4ccccc34)ccc2C)cc1 | 5 | -8 | -2 | -6 | -0.2 | -7 | -21 | -6 | 0
CCOC(=O)Cc1csc(NS(=O)(=O)c2ccccc2)n1 | 9 | -2 | 6 | -5 | -2.4 | -2 | -4 | -3 | -2
CCN(C(=O)c1c(OC)cccc1OC)c1nnc(-c2cccnc2)s1 | 0 | 4 | -3 | -6 | 0.3 | -4 | -9 | -3 | -5
O=C(CSCc1ccccc1Cl)Nc1c[nH]c(=O)[nH]c1=O | -2 | -5 | -2 | 1 | 0.9 | 4 | 1 | 2 | 0
Cc1ccc(/C=C/C(=O)NC(=S)Nc2ccccc2C(=O)NC2CCCCC2)cc1 | -3 | -3 | -2 | -3 | -3.4 | -3 | -2 | 3 | 2
Cc1ccc(C(NC(=O)N2CCOCC2)C(Cl)(Cl)Cl)cc1F (stereo not drawn) | 7 | 0 | 8 | -4 | 3.9 | 1 | 2 | 4 | -3
CCCCOc1ccc(/C=C(\C#N)C(=O)NC2CC2)cc1 | 4 | 2 | 3 | 3 | -0.3 | 2 | -4 | 6 | -4
O=C1C(SCCO)=C(SCCO)C(=O)c2ccccc21 | 30 | 51* | 37 | 68* | . | 31* | 87* | -2 | 0
COc1c2ccoc2nc2c(OC)c(O)ccc12 | 2 | 1 | 3 | 1 | 2.6 | 0 | 6 | 5 | 1

(next part)
mol | Bcl-xL primary | Fam108B inh | MCL1 BIM primary | PAD4 inh | MEX-5 binding | PME-1 inh | GSTO1 inh | GLD-1 RNA inh | TPT1 inh
CCN1CCN(c2ccc(S(=O)(=O)N3CCCCC3)cc2NC(=O)c2sccc2C)CC1 | -10 | -3 | -11 | 0 | 0.3 | -9 | 0 | -9 | 0
CC(C)Cn1c(N)c(C(=O)CSc2nncs2)c(=O)n(C)c1=O | 5 | . | 4 | 3 | . | -3 | . | 2 | .
CN(C(=O)c1ccccc1-c1ccccc1C(=O)O)c1ccccc1 | 4 | 1 | 5 | -3 | -0.6 | 0 | -1 | 7 | -2
CCCCn1c(=N)n(CC(O)COc2ccccc2)c2ccccc21 (stereo not drawn) | 9 | 0 | -1 | 0 | 0.5 | -3 | 8 | 5 | 2
O=C(O)COc1ccccc1/C=N/NC(=O)CSc1nc2ccccc2n1Cc1ccc(Cl)cc1 | 6 | -3 | 6 | -8 | 1.7 | -1 | -9 | 6 | -1
Cc1ccccc1C(=O)NNC(=O)CSc1nc2ccccc2c(=O)[nH]1 | 2 | -1 | 8 | 23* | 0.0 | 6 | 14 | 2 | 2
CCN(CC)CCN(C(=O)c1ccc2c(c1)OCCO2)c1nc2cc(C)cc(C)c2s1 | 3 | 0 | 9 | -3 | -0.6 | 6 | -6 | 5 | -1
CC(Oc1ccc(Br)cc1)C(=O)N(C)CC(=O)Nc1ccc(N2CCOCC2)cc1 (stereo not drawn) | 1 | 1 | 0 | -2 | -0.4 | -4 | 8 | 8 | 1
COc1cccc(-c2nnc3n2N=C(C(C)(C)C)CS3)c1 | 9 | -1 | 0 | -4 | 2.2 | 6 | -8 | 7 | -1
COC(=O)c1c(C)n(-c2ccc(C)cc2)c2ccc(O)cc12 | 4 | 5 | 8 | 1 | . | 16 | 2 | 3 | -3
COc1ccc(/C=N/Nc2ccccc2)cc1Cn1nc(C)c([N+](=O)[O-])c1C | 8 | 2 | -5 | -1 | 0.6 | -4 | 14 | -5 | -2
O=C(Nc1ccc2ccccc2c1)C(=O)C1C(=O)Nc2ccccc21 (stereo not drawn) | 8 | 6 | 7 | -2 | -0.2 | 1 | -3 | 1 | 0
O=C(NCc1ccccn1)C(=O)NCC1OCCN1C(=O)c1ccc(Cl)cc1 (stereo not drawn) | -3 | -3 | 3 | 0 | 1.1 | -2 | -2 | 4 | -2
COc1ccc(CN(C(=O)c2cc(=O)c3ccccc3o2)C2CCS(=O)(=O)C2)cc1 (stereo not drawn) | 0 | 4 | 4 | -3 | 1.7 | -5 | -7 | -3 | 1
CCC1CCCCN1CCCNC(=O)c1c(O)nc2cc(C)ccn2c1=O (stereo not drawn) | 5 | -2 | 1 | -6 | -0.6 | 5 | 11 | -7 | 3

(next part)
mol | Bcl-xL primary | Fam108B inh | MCL1 BIM primary | PAD4 inh | MEX-5 binding | PME-1 inh | GSTO1 inh | GLD-1 RNA inh | TPT1 inh
O=C(Nn1cnnc1)C1Cc2ccccc2CN1S(=O)(=O)c1ccc(F)cc1 (stereo not drawn) | 7 | 1 | 5 | 2 | 2.7 | 2 | 2 | 4 | -4
CN(CC(=O)NCc1ccc(Cl)cc1)S(=O)(=O)c1cccc2nsnc12 | 3 | -6 | -1 | 2 | 1.5 | 6 | 3 | 6 | -2
COc1ccc(C(=O)Nc2ccnn2C2CCN(Cc3ccncc3)CC2)cc1 | 11 | 0 | 14 | -1 | -8.2 | 3 | 1 | 8 | -4
COc1ccccc1-c1ccc(SCC(=O)NC2CCCCC2)nn1 | 2 | -1 | -1 | -2 | -2.8 | 6 | 1 | 1 | -1
CCCCn1c(=O)n(CC(=O)Nc2c(CC)cccc2CC)c(=O)c2c1nc(CO)n2CCC | 4 | 5 | -1 | -6 | -3.4 | 2 | -1 | 5 | -2
CC1(C)CC(=O)c2c(O)cc(OCC(=O)NCCc3ccc(S(N)(=O)=O)cc3)cc2O1 | 0 | -2 | 1 | 1 | 2.1 | 1 | 1 | 7 | -1
Cc1ccc(NC(=O)C2=C(O)c3ccccc3N(C)S2(=O)=O)cc1 | 4 | 5 | 2 | -4 | . | 0 | -7 | 4 | 0
Cc1cc(C)n(-c2nnc3c4ccccc4n(C)c3n2)n1 | -1 | -3 | -1 | -3 | -3.2 | -3 | 0 | 0 | 1
Cn1c(=O)c2c(ncn2CC(=O)N/N=C/c2ccco2)n(C)c1=O | 7 | -3 | 3 | -3 | 3.6 | -5 | 6 | 9 | -4
S=C(NCc1ccccn1)Nc1ccc(Cl)c(Cl)c1 | 3 | -4 | 10 | -6 | -0.2 | -3 | -11 | -4 | 0
CNc1ccc(Br)cc(C(=O)/C=C/c2ccc(OC)cc2OC)c1=O | -4 | 12 | -38 | -6 | 1.5 | 1 | 36* | -3 | 54*
Cc1ccc(-n2c(O)c(/C=C3/C(c4ccccc4)=Nc4ccccc43)c(=O)[nH]c2=O)cc1 | -2 | 3 | -11 | -4 | -3.6 | -2 | 0 | -4 | 6
CC(=O)NCCC(=O)N1CCc2c([nH]c3ccccc23)C1c1cccc(C)c1 (stereo not drawn) | 3 | 2 | 1 | 0 | 1.2 | -1 | 8 | 8 | -1
COCCN(C(=O)C1CCN(C(=O)c2ccccc2C)CC1)c1c(N)n(CC(C)C)c(=O)[nH]c1=O | -2 | . | -2 | -3 | . | 0 | . | -2 | .
COC(=O)c1ccc(-c2ccc(F)cc2)nc1C | 2 | 0 | -6 | -6 | -1.5 | -3 | -13 | -3 | 1

The list continues:
mol | Bcl-xL primary | Fam108B inh | MCL1 BIM primary | PAD4 inh | MEX-5 binding | PME-1 inh | GSTO1 inh | GLD-1 RNA inh | TPT1 inh
COc1ccc(C(=O)C(c2ccccc2)N2CCOCC2)cc1 (stereo not drawn) | 4 | 3 | -5 | -1 | 2.3 | -2 | 0 | -5 | -1
CCN(CC)C(=O)Nc1cnc2ccccc2c1 | 4 | -4 | 8 | -2 | 2.9 | -6 | 5 | 5 | 2
Nc1ccc(-c2nc3ccc(N)cc3s2)cc1 | -1 | 7 | -2 | -7 | 1.6 | 1 | 23 | -9 | 7
C[C@@H](C(=O)OCn1nnc2ccccc2c1=O)N1C(=O)C2CCCCC2C1=O (stereo partly drawn) | 5 | -3 | 4 | 6 | 3.4 | -1 | 8 | 7 | 2
O=c1[nH][nH]c(C(F)(F)F)c1C=Nc1cccc(Cl)c1 | 0 | 2 | 4 | -8 | 0.4 | 2 | 3 | 3 | -6
